Assay outcomes (PubChem BioAssay)
DRD3 antagonist: D3 dopamine receptor (human) antagonism. max response, negative = inhibition, %. D3R cells, DiscoveRx beta-arrestin luminescence, antagonist mode; hits give low values. 2.5% of 360,000 active. P35462; in the data active = max response below about -50%; inconclusive = no clear call, values can overlap the other calls; note: % is set by controls: 0 for no effect and ±100 for the full control effect; mostly tested at two doses, the higher about 12 µM
Target sequence (P35462 whole entry, looked up): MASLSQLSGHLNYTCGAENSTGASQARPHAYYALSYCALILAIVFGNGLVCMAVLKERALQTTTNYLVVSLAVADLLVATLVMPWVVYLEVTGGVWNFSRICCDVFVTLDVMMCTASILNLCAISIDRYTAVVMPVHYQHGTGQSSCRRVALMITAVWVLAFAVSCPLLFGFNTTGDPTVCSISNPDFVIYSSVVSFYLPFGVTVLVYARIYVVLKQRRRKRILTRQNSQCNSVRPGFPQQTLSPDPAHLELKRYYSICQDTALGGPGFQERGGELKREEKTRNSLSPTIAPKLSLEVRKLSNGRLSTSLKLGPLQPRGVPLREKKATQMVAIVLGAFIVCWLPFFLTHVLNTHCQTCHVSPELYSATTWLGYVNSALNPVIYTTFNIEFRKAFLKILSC
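Cells plated overnight at 1500 cells/well, then exposed to library compounds with dopamine controls for 90 minutes at 37 degrees C. DiscoveRx reagent added for 30–60 minutes at room temperature; luminescence read, quantitative HTS format.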
DRD3 agonist: activates the human D3 dopamine receptor; P35462; D3R DiscoveRx beta-arrestin cells, luminescence, 90 min; max activation, %; 0.58% of 410,000 active; AID 652048; in the data active = max activation above about 30%; note: 0% is about no effect; mostly tested at two doses, the higher about 12 µM
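Agonist mode: compounds and dopamine controls were applied to plated cells for 90 min at 37 degrees C after an overnight attachment at 1500 cells/well. Luminescent read-out followed 30 - 60 minutes at room temperature with DiscoveRx detection reagent.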
Akt phos inh: Akt phosphorylation inhibition; activity change, % for hits at 50 µM; Neuro2A IGF-stimulated pAkt S473 HTRF, 20 min; hits give low values; AID 651550; 0.32% of 360,000 active; in the data active = activity change below about -80%; inconclusive = mostly about -51% to -80%; note: % is set by controls: 0 for no effect and ±100 for the full control effect
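Neuro2A cells in DMEM with 0.5% FBS, overnight at 37 deg C, given compound at single 50 µM final, then IGF (6 nM final) for 20 min at 37 deg C. Lysed; phospho-Akt Ser473 by HTRF after 24 h, 665/615 ratio.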
CCT modulator: modulators of cytosolic chaperonin (CCT/TRiC) activity; purified chaperonin ATPase assay, HTRF ADP detection, 30 min; activity change, % (no concentration beside the values), hits read low; 0.3% of 360,000 active; in the data active = activity change below about -30%; note: % is set by controls: 0 for no effect and ±100 for the full control effect
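Nucleotide hydrolysis assay: TRiC at 20–40 nM final (set by batch activity) with 10 uM ATP, 30 min at 37 °C, in presence of 76 uM compound. Detection by competitive ADP HTRF, 30 min ambient.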
PTHR1 ag: activates the human parathyroid hormone receptor PTHR1 | HEK293 GP2 PTHR1 cells, GloSensor cAMP luminescence, 1 h | Potency, µM (highest dose often 115 µM), without a hit: at the highest dose activation, most hits filed as activators | 0.075% of 410,000 active | Q03431; note: potency is the fitted concentration of half-maximal effect; nearly all actives have a fitted effect of over 55% in size; some results filed as inactive show a strong effect at the top dose; inactives centre near -15; many of its hits are not listed in these tables
Target sequence (Q03431 whole entry, looked up): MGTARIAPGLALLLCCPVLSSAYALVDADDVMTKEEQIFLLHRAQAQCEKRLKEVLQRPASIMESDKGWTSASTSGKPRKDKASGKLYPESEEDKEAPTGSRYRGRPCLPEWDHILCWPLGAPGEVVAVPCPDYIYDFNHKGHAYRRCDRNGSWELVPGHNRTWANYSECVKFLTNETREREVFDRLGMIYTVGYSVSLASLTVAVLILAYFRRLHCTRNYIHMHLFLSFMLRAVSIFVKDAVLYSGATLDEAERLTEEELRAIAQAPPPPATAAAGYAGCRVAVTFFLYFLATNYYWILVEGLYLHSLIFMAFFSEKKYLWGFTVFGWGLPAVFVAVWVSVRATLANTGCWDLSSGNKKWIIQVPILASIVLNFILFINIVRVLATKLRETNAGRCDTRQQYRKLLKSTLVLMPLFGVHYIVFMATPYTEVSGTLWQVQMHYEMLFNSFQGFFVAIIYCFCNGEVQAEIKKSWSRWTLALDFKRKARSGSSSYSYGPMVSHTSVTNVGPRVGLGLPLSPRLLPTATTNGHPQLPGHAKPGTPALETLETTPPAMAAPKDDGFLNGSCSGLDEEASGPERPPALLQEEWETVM
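HEK-293-derived GP2 cells expressing PTHR1 and a GloSensor cAMP reporter, 3,000/well, plated overnight, given luciferin plus IBMX (each 0.5 mM as added) for 1 h at 37 °C, then compound for 1 h at 37 °C. Luminescence was read after 15 min at room temperature.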
EPAC2 antagonist: blocks human EPAC2 exchange factor; AID 720708; EPAC2 GEF exchange of Rap1B-BODIPY-GDP, fluorescence; Q8WZA2; 0.18% of 360,000 active; Potency, µM (top dose mostly 114 µM), inactives show top-dose activity, negative = inhibition, actives largely listed as inhibitors; note: potency is the fitted concentration of half-maximal effect; % is set by controls: 0 for no effect and ±100 for the full control effect; nearly all actives have a fitted effect of over 45% in size; many of its hits are not listed in these tables
Mm-Cpn inhibitor: M. maripaludis TRiC chaperonin inhibition | purified Mm-Cpn ATPase, ADP Transcreener TR-FRET | Potency, µM (series often up to 76.9 µM), inactives show at the top dose activity, negative = inhibition, hits mostly inhibitors | 0.031% of 330,000 active | AID 504842; note: potency is the fitted concentration of half-maximal effect; % is set by controls: 0 for no effect and ±100 for the full control effect; nearly all actives have a fitted effect of over 80% in size
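Reaction buffer contained 30 mM Tris pH 7.4, 100 mM KCl, 5 mM MgCl2 and 1 mM DTT. Mm-CPN (25 nM final) hydrolysed 10 uM ATP over 30 min at 37°C; ADP was read by HTRF.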
EPAC2 agonist: activates human EPAC2 exchange factor. EPAC2 activation, biochemical qHTS; response scale: 100% = 6.5 mM cAMP response. Potency, µM (titrated, usually from 154 µM), for inactives: at the top dose activation, hits mostly activators. 0.079% of 360,000 active; note: potency is the fitted concentration of half-maximal effect; nearly all actives have a fitted effect of over 50% in size
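In this primary screen, activation is scored as increased exchange of BODIPY-GDP from Rap1B by 100 nM EPAC2, with 50 uM GDP as competitor. Signal is normalized to the 6.5 mM cAMP agonist control.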
Active calls of the source: *; i = inactive; ? = inconclusive; · = no result given; [ ] = remark or other dose. Unless noted, calls come from the whole dose curve; as a rule, active = well fitted curve in the direction sought with a large enough effect; inconclusive = small, poorly fitted or top-dose-only effect, or another doubt; inactive = no such curve, though single readings can be large; an effect the other way counts as inactive or inconclusive.

SMILES | DRD3 antagonist | DRD3 agonist | Akt phos inh | CCT modulator | PTHR1 ag | EPAC2 antagonist | Mm-Cpn inhibitor | EPAC2 agonist
N#Cc1c(/N=C/c2cccs2)sc2c1CCCCC2 | ? | -5 | i | 0.2 | -44%[inhibitor] | 1% | 1% | 7%
COc1cc(C(=O)NCC(c2cccs2)N(C)C)cc(Cl)c1OC(C)C (centres undefined) | -76* | -10 | i | 0.1 | -19% | -1% | -3% | 16%
Cc1ccc(Nc2n[nH]c(=S)s2)cc1 | -51* | -7 | i | -5.1 | -2% | 3% | · | 11%
Nc1nonc1-c1nc2ccccc2n1CC(=O)N/N=C/c1ccc(-c2cccc(C(=O)O)c2)o1 | -12 | 7 | i | -0.2 | i | 6% | 2% | 4%
CC(c1ccccc1)c1nnc(NC(=O)Nc2ccccc2F)s1 (centres undefined) | -2 | 1 | i | -1.0 | i | 18% | 5% | 5%
CC(C(=O)NC(=O)NCc1ccccc1)N1C(=O)c2ccccc2C1=O (centres undefined) | 12 | -1 | i | 1.0 | -7% | -2% | 0% | 11%
CC1(C)CC(=O)C2=C(C1)N(Cc1ccco1)C(=O)C2(O)C(F)(F)F (centres undefined) | 11 | -4 | i | -0.6 | i | -3% | 1% | 12%
CCOC(=O)c1cnc(SC)nc1Oc1cccc(NC(=O)c2cccc(Cl)c2Cl)c1 | 0 | 2 | i | -0.9 | -19%[57.5 µM] | -3% | 1% | 16%
Cc1cccc(N2CCN(C(=O)c3ccc(NC(=O)CC4SC(N5CCCC5)=NC4=O)cc3)CC2)c1C (centres undefined) | 9 | -1 | i | -1.8 | -33%[inhibitor] | -10% | -1% | -1%
COC(=O)c1ccc(S(=O)(=O)NCCSc2nnc3c4ccccc4n(C)c3n2)cc1 | 15 | 10 | i | -0.6 | -29% | 0% | -3% | 15%
CC1Cc2ccccc2N1C(=O)COC(=O)c1ccc(Cl)c(S(=O)(=O)N2CCOCC2)c1 (centres undefined) | 0 | 7 | i | 0.7 | -84%[inhibitor] | -8% | 2% | 6%
Cc1nn(C)c(C)c1NC(=O)CSc1nc(-c2ccccc2F)nc2c1cnn2-c1ccccc1 | 29 | 0 | i | -0.6 | i | -4% | · | 0%
CCCNC(=S)NC1CC2CCCC(C1)N2CC(C)C (centres undefined) | 3 | -7 | i | 2.6 | -26%[57.5 µM] | 10% | -3% | 4%
CCC(=O)Nc1ccc(C(=O)NNC(=O)Cc2ccccc2)cc1 | -18 | -7 | i | -2.8 | -14% | -5% | -3% | 4%
CCN(CC)C(=O)[C@H]1CC(CC(=O)NCC23CC4CC(CC(C4)C2)C3)C(=O)N2CCc3c([nH]c4ccc(OC)cc34)[C@]12C (some centres undefined) | 8 | 6 | i | -2.6 | i | -7% | 1% | 16%
CCN(CC)C(=O)c1sc2nc(Cc3ccccc3)[nH]c(=O)c2c1C | -18 | 5 | i | -3.3 | -64% | -17% | -1% | ?
C[C@@H]1CN([C@@H](C)CO)S(=O)(=O)c2ccc(Br)cc2O[C@@H]1CN(C)C(=O)c1ccc(F)cc1 | ? | -2 | i | -2.0 | -25% | -12% | · | 2%
CCOC1=C2[C@@H](CN(S(=O)(=O)c3ccc(C)cc3)[C@H]2c2ccccc2Cl)[C@H]2C(=O)N(C)C(=O)[C@H]2C1 | -6 | -7 | i | -1.9 | -10% | -8% | · | 3%
O=C(NCc1ccon1)C1CCC(=O)N(Cc2cccc(C(F)(F)F)c2)C1 (centres undefined) | -9 | -4 | i | 0.8 | -18% | 23% | 2% | 12%
CCOc1ccc(N(CC(=O)NC2CCCCC2)C(=O)CCC(=O)Nc2cc(C)ccn2)cc1 | -8 | 1 | i | -0.7 | i | -2% | 2% | -4%
CC(c1nc2ccccc2c(=O)[nH]1)N1CCCN(S(=O)(=O)c2ccc(F)cc2)CC1 (centres undefined) | -1 | 1 | i | -0.2 | -5% | -5% | 2% | 5%
CC(C)Cc1cc(C(=O)N2CCCC(C(=O)c3cc(F)ccc3F)C2)no1 (centres undefined) | 2 | -1 | i | -0.8 | -27% | -7% | 0% | 4%
COc1cccc(-c2nc(CN3CCN(C(=O)c4ccco4)CC3)c(C)o2)c1OC | 0 | 10 | i | 2.2 | i | 2% | · | 12%
COc1ccc(CN(C)CC(=O)NC(=O)NCc2ccccc2)cc1OC | -15 | 4 | i | -3.4 | -8% | 4% | -1% | 0%
CCC(CC)NC(=O)C1CC(=O)N(CCc2ccc(F)cc2)C1 (centres undefined) | -7 | 0 | i | -0.6 | i | -1% | -1% | 0%
CCOc1ccc(S(=O)(=O)N2CCCC(C(=O)NC3CC3)C2)cc1Cl (centres undefined) | -11 | -2 | i | 2.0 | -9% | -13% | 2% | -1%
COC(=O)[C@]12CCCCC=C1N(CCc1ccc(OC)c(OC)c1)C(=O)[C@H](CC(=O)NCc1cccc3ccccc13)C2 | 21 | 9 | i | · | i | -3% | · | 1%
CCC(C)(C)n1nnnc1C(c1ccccc1)N1CCc2ccccc2C1 (centres undefined) | 0 | -1 | i | -1.7 | -8%[57.5 µM] | 0% | -1% | 6%
Nc1nc(Cl)cc(NCCc2ccc(O)cc2)n1 | 2 | -25 | i | -1.8 | -9% | -18% | -2% | 3%
Cc1ccc(C(=O)OCC(=O)NC2CCCC(C)C2C)cc1S(=O)(=O)N1CCCCC1 (centres undefined) | -1 | 0 | i | -0.3 | -22% | 0% | 1% | -4%

Single values from the entries so far.
COc1ccc(CN(C)CC(=O)NC(=O)NCc2ccccc2)cc1OC – DRD3 antagonist: -15
O=C(NCc1ccon1)C1CCC(=O)N(Cc2cccc(C(F)(F)F)c2)C1 (centres undefined) – EPAC2 agonist: 12%
COC(=O)[C@]12CCCCC=C1N(CCc1ccc(OC)c(OC)c1)C(=O)[C@H](CC(=O)NCc1cccc3ccccc13)C2 – EPAC2 agonist: 1%
CCC(C)(C)n1nnnc1C(c1ccccc1)N1CCc2ccccc2C1 (centres undefined) – CCT modulator: -1.7
CC(C)Cc1cc(C(=O)N2CCCC(C(=O)c3cc(F)ccc3F)C2)no1 (centres undefined) – CCT modulator: -0.8

Only DRD3 agonist and DRD3 antagonist (two entries from above):
SMILES	DRD3 agonist	DRD3 antagonist
CCC(CC)NC(=O)C1CC(=O)N(CCc2ccc(F)cc2)C1 (centres undefined)	0	-7
CCOc1ccc(S(=O)(=O)N2CCCC(C(=O)NC3CC3)C2)cc1Cl (centres undefined)	-2	-11

The listing continues:
SMILES | DRD3 antagonist | DRD3 agonist | Akt phos inh | CCT modulator | PTHR1 ag | EPAC2 antagonist | Mm-Cpn inhibitor | EPAC2 agonist
CCc1nnc(SCC(=O)Nc2nnc(C)s2)n1CC1CCCO1 (centres undefined) | 0 | -9 | i | 1.8 | i | 15% | 1% | 5%
COc1cccc(NC(=O)NC2CCCc3ccccc32)c1 (centres undefined) | 0 | -4 | i | 1.3 | -15% | -2% | 0% | 7%
CC1CC(C)CN(C(=O)CSC2=Nc3ccccc3C3=NC(Cc4c[nH]c5ccccc45)C(=O)N23)C1 (centres undefined) | -5 | 1 | · | -1.7 | -1% | 6% | 1% | -7%
O=C(CNC(=O)c1ccc(F)cc1)N/N=C/c1ccc(O)c([N+](=O)[O-])c1 | -17 | -9 | i | 1.3 | -23% | -4% | 3% | 0%
CCOC(=O)C1CCN(Cc2nnc(-c3cccc(Br)c3)o2)CC1 | -11 | 4 | i | -2.6 | -32%[inhibitor] | 8% | 0% | 7%
CCCCCC(=O)N1CC2(CC)CN(C(=O)CCCCC)CC(CC)(C1)C2=O | 17 | 17 | i | -0.1 | i | 4% | 4% | -6%
N#CC1=C(N)Oc2cc(N)ccc2C1c1ccsc1 (centres undefined) | -2 | -7 | i | -7.3 | i | -1% | 0% | -7%
CCNS(=O)(=O)c1ccc(CCC(=O)Nc2cc(Cl)ccc2Oc2ccccc2)cc1 | 45 | 16 | i | 2.6 | i | -5% | -1% | 11%
Cc1ccc2c(C)nc(SC(C(=O)c3ccccc3)c3ccccc3)nc2c1 (centres undefined) | -3 | 4 | i | -2.7 | i | 7% | 0% | -5%
Nc1ncc(-n2cncn2)c(-c2ccc(Cl)cc2)n1 | 4 | -2 | i | 1.4 | i | -5% | 2% | 4%
CC(C)CC(C(=O)Nc1ccc2c(c1)OCCO2)N1C(=O)c2ccccc2C1=O (centres undefined) | -11 | 2 | i | -2.7 | i | 0% | 0% | 5%
CC(=O)NC1C(=O)N(Cc2ccccc2)c2ccc(Br)cc21 (centres undefined) | ? | -12 | i | -2.3 | -10% | -3% | ? | 5%
Cc1cc(C(=O)N2CCC2(C)C(=O)Nc2cc(C(C)(C)C)nn2C)nn1C (centres undefined) | 8 | 1 | i | -0.2 | -24% | 10% | · | 3%
CC1CC(C)CN(C(=O)C2CCCN(S(=O)(=O)c3cccc4nonc34)C2)C1 (centres undefined) | -7 | 3 | i | 1.0 | -18% | -3% | · | -9%
CC(C)C(=O)Nc1ccc2c(c1)C(=O)NC2=O | 3 | -6 | i | 0.4 | i | 1% | 1% | -5%
CNC(=O)c1c(NC(=O)c2ccc(N3C(=O)CCC3=O)cc2)sc2c1CCCC2 | 5 | 4 | i | 1.2 | -19% | -5% | 0% | 5%
Cc1cc(N)n(-c2ccc(S(=O)(=O)c3ccc(C(C)C)cc3)cc2)n1 | 2 | 17 | i | -1.0 | -11% | -1% | 0% | 4%
COc1ccc(NS(=O)(=O)c2ccc(NC(=O)c3ccc(N(C)S(C)(=O)=O)cc3)cc2)c(OC)c1 | 6 | 0 | i | 2.0 | -43%[inhibitor] | 17% | 0% | 14%
COc1ccccc1CN(C)CC(=O)Nc1ccccc1-c1ccccc1 | -8 | -9 | i | -5.7 | -16% | ? | 0% | 21%
Cc1ccc(C(=O)N2CCN(c3ccccn3)CC2)cc1 | 3 | -3 | i | 1.5 | i | 2% | 1% | 9%
COc1cc(/C=C/C(=O)OCC(=O)Nc2cccc(Oc3ccccc3)c2)ccc1O | 7 | -5 | i | 2.2 | -55%[inhibitor] | 6% | -1% | 5%
COc1cc([N+](=O)[O-])ccc1N1C(=O)C2C3C=CC(C4CC34)C2C1=O (centres undefined) | 8 | 4 | i | 0.1 | i | 0% | 0% | 2%
Cc1ccc(NC(=O)C2CC(=O)N(c3ccc4c(c3)OCCO4)C2)cc1S(=O)(=O)N1CCCCCC1 (centres undefined) | 3 | -3 | i | 1.9 | -15% | -12% | 1% | 19%
COc1ccc(NC(=O)C[C@H]2C(=O)N(CCc3ccccc3)C[C@@H]2C)cc1 | 1 | -2 | i | -0.8 | -39%[inhibitor] | -1% | · | 5%

An excerpt; the hit share may differ from the screen's.
